High-throughput results (PubChem BioAssay)
HIV peptide binding – inhibitors of HIV fusion peptide binding, primary screen, biochemical, uHTS, fluorescence dequenching (AID 1986); cell-free peptide binding, fluorescence dequenching, 30 min; higher % means a stronger effect; one-dose inhibition, % at 20 µM; IC50 in µM for titrated hits; actives 0.3% (n = 290,000); in the data active means inhibition mostly above about 52%, no sharp cut-off; inactive means mostly below about 76%; further: some results filed as inactive read as strong as hits
NS5 inhibitors – Dengue-2 NS5 methyltransferase inhibitors, primary screen, biochemical, confirmation dose response (AID 588689); Dengue-2 NS5 methyltransferase capping enzyme assay, biochemical; higher % means a stronger effect; inhibition, % at 25 µM; hits with a dose series show IC50 in µM; actives 0.3% (n = 340,000); in the data active means a potency from the dose series; inconclusive means inhibition above about 29% without an active follow-up result
GPR55 LPI antagonism – GPR55 antagonists blocking LPI-driven arrestin recruitment, primary screen, imaging, U2OS, beta-arrestin-GFP, LPI agonist (AID 2013) | G-protein coupled receptor 55 (Homo sapiens) | U2OS GPR55 beta-arrestin-GFP translocation imaging, LPI antagonism; higher % means a stronger effect | inhibition, % at 10 µM, or IC50 in µM where a hit was titrated | actives 0.13% (n = 290,000);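 active means spots per cell inhibited over 60%, with over 100 cells counted and total cytoplasm intensity under 500,000; inconclusive means wells with under 100 cells, flagged as likely toxic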;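 further: U2OS cells stably carrying GPR55 and arrestin-GFP stimulated by 5 µM LPI near EC80; imaged beta-arrestin-GFP aggregate spots per cell after agonist stimulation; plate controls were LPI-stimulated DMSO wells for no effect and DMSO wells without LPI for full effect; some results filed as inactive read as strong as hits; confirmed hits need IC50 under 10 µM and bright autofluorescent wells are also inconclusive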
NOD1 inhibition – NOD1 signaling inhibitors, primary screen, cell-based, luminescence, uHTS (AID 1578); NOD1-driven NF-kB luciferase reporter cells, luminescence; higher % means a stronger effect; inhibition, % at 4 µM; hits with a dose series show EC50 in µM; actives 1% (n = 290,000); in the data active means inhibition mostly above about 36%, no sharp cut-off; inactive means mostly below about 34%;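 further: HEK-293T reporter cells stimulated with the NOD1 agonist gamma-tri-DAP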
West Nile antiviral – West Nile virus antiviral activity, cell-based, CPE readout (AID 1621); actives 0.02% (n = 290,000); West Nile virus-infected cells, CPE inhibition; higher % means a stronger effect; CPE inhibition, % at 10 µM, or IC50 in µM where a hit was titrated; in the data active means a potency from the dose series; inconclusive means CPE inhibition mostly from about 3.7% at the one dose, without a potency; inactive means the rest, 99 in 100 with CPE inhibition below about 2.2%; further: strong numbers were not always called active
KOR beta-arrestin-1 – KOR antagonists, beta-arrestin recruitment, cell-based, luminescence, uHTS (AID 1778); Kappa-type opioid receptor (Homo sapiens); KOR beta-arrestin recruitment, luminescence, antagonist mode; higher % means a stronger effect; inhibition, % at 10 µM, or IC50 in µM where a hit was titrated; actives 0.091% (n = 290,000); in the data active means inhibition above about 50%; further: strong numbers were not always called active
GPR35 antagonists – GPR35 antagonists blocking zaprinast-driven arrestin recruitment, primary screen, imaging, U2OS, beta-arrestin-GFP, zaprinast agonist (AID 2058). G-protein coupled receptor 35 (Homo sapiens). U2OS GPR35 beta-arrestin-GFP translocation imaging, zaprinast antagonism; higher % means a stronger effect. actives 0.052% (n = 290,000). inhibition, % at 10 µM; hits with a dose series show IC50 in µM;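 active means inhibition of at least 50% with at least 30 cells and total cytoplasm GFP at most 10,000,000; inconclusive means under 30 cells or total GFP of 10,000,000 plus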
GPR55 activation – GPR55 agonists via beta-arrestin recruitment, primary screen, imaging, U2OS cells, beta-arrestin-GFP redistribution (AID 1961) | actives 0.048% (n = 290,000) | U2OS GPR55 beta-arrestin-GFP redistribution imaging; higher % means a stronger effect | G-protein coupled receptor 55 (Homo sapiens) | activation, % at 10 µM, or EC50 in µM where a hit was titrated;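 active means activation above 40% with more than 50 cells counted in the well; inconclusive means wells holding fewer than 50 cells, flagged as toxic or sparse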;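 further: U2OS osteosarcoma cells stably expressing GPR55 and beta-arrestin-GFP; plate controls were DMSO negative control for no effect and LPI positive control for full effect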
KOR beta-arrestin-2 – KOR agonists, beta-arrestin recruitment, primary screen, cell-based, luminescence, uHTS (AID 1777). activation, % at 10 µM; hits with a dose series show EC50 in µM. KOR beta-arrestin recruitment, luminescence; higher % means a stronger effect. actives 0.02% (n = 280,000). Kappa-type opioid receptor (Homo sapiens); in the data active means activation above about 50%, passing the limit was not always enough; further: a part of the inactive calls stands beside numbers as strong as those of hits
* marks the source's active call; other numbers are inactive results; ? = inconclusive; . = no result given; [ ] = dose if it differs, or a comment.

Sample of the layout, three compounds:
SMILES | HIV peptide binding | NS5 inhibitors | GPR55 LPI antagonism | NOD1 inhibition | West Nile antiviral | KOR beta-arrestin-1 | GPR35 antagonists | GPR55 activation | KOR beta-arrestin-2
Cc1cc(C)n2nc(C(=O)NC3CCCc4ccccc43)nc2n1 (centres undefined) | -0.4% | -0.7% | 3.7% | -15.2% | 0.6% | -16.3% | -15.3% | -0.4% | -5.3%
Cc1nc2ccccc2c(=O)n1/N=C/c1cc(Br)ccc1O | 3.4% | 0.0% | -2.4% | -1.5% | -0.3% | -36.9% | -6.3% | 0.0% | 1.1%
CN(CC(=O)Nc1cccc(F)c1)C(=O)c1ccc(-c2ccc(Cl)cc2)o1 | -0.3% | -0.7% | 4.9% | -11.4% | 0.3% | 13.3% | -19.1% | -0.1% | 2.0%

All compounds of this part, from the first entry:
SMILES | HIV peptide binding | NS5 inhibitors | GPR55 LPI antagonism | NOD1 inhibition | West Nile antiviral | KOR beta-arrestin-1 | GPR35 antagonists | GPR55 activation | KOR beta-arrestin-2
Cc1cc(C)n2nc(C(=O)NC3CCCc4ccccc43)nc2n1 (centres undefined) | -0.4% | -0.7% | 3.7% | -15.2% | 0.6% | -16.3% | -15.3% | -0.4% | -5.3%
Cc1nc2ccccc2c(=O)n1/N=C/c1cc(Br)ccc1O | 3.4% | 0.0% | -2.4% | -1.5% | -0.3% | -36.9% | -6.3% | 0.0% | 1.1%
CN(CC(=O)Nc1cccc(F)c1)C(=O)c1ccc(-c2ccc(Cl)cc2)o1 | -0.3% | -0.7% | 4.9% | -11.4% | 0.3% | 13.3% | -19.1% | -0.1% | 2.0%
CC(C)c1ccccc1-n1c(SCC(=O)N2CCc3ccccc3C2)nc2ccccc2c1=O | 0.3% | -8.2% | 16.4% | 12.5% | 1.4% | -40.5% | 13.0% | -0.3% | -3.1%
O=C(CCN1C(=O)C2C3C=CC(C4CC34)C2C1=O)Oc1ccc(Br)cc1 (centres undefined) | 3.7% | 13.4% | 15.2% | -21.1% | 0.2% | 5.9% | -8.6% | 0.8% | -3.1%
COc1cc(OC)cc(C(=O)NC(=S)NNC(=O)c2cnccn2)c1 | 1.0% | -0.7% | 1.5% | 16.8% | -1.1% | 8.2% | 28.4% | -0.1% | -3.2%
CCc1ccc(-n2c(=O)c3ccccc3n(CC(=O)NCc3ccco3)c2=O)cc1 | 8.4% | -10.3% | -1.4% | -13.5% | 0.1% | 13.1% | -1.3% | -0.1% | -2.9%
Fc1ccc(CSc2nnc(-c3ccccn3)o2)cc1 | -0.2% | 1.2% | 6.5% | -59.1% | -0.3% | -63.9%[20 µM] | 12.2% | -0.1% | 0.7%
COC(=O)c1c(NC(=O)CN2CCN(C(=O)c3ccco3)CC2)c2c(C)cccc2n1C | -2.5% | -12.5% | -2.4% | 6.1% | -0.2% | -17.9% | 10.1% | 0.0% | -1.3%
Cc1cc(-c2cccs2)nc(-n2cccc2)n1 | 7.3% | 3.4% | 1.8% | 10.3% | -0.4% | -7.9% | -12.2% | 0.0% | 2.3%
O=C(O)c1ccc(/C=N/NC(=O)c2ccc(F)cc2)cc1 | -1.3% | -1.6% | -0.5% | 3.6% | 0.1% | -2.6% | 2.8% | 0.0% | .
C=CCNCCCCOc1ccc(Br)cc1C | 1.3% | -4.5% | -0.2% | -7.0% | -0.2% | 0.0% | 11.6% | -0.3% | -4.6%
COC(=O)c1ccc(C)c(NC(=O)CCSc2ccc(C)cc2)c1 | 0.8% | 0.0% | -0.1% | -13.4% | 0.0% | 19.6% | -2.2% | -0.1% | -0.5%
Cc1cc(NC(=O)COC(=O)c2oc3c(ccc4ccccc43)c2C)no1 | -2.5% | 2.2% | -3.0% | -2.7% | -0.3% | -16.6% | -3.7% | -0.3% | 11.6%
CCCC(=O)Nc1ccc2oc(=O)ccc2c1 | -3.5% | -2.2% | 0.8% | 6.9% | 0.8% | -9.4% | -14.3% | -0.3% | -5.4%
COc1ccccc1NC(=O)/C(=C/c1ccncc1)NC(=O)c1ccccc1 | -0.3% | 0.0% | 5.3% | -29.4% | -0.6% | -1.7% | -9.6% | -0.4% | -2.6%
COc1ccccc1N1CCN(S(=O)(=O)CCNC(=O)c2ccc(OC(C)C)cc2)CC1 | 0.6% | -4.5% | 14.1% | -17.0% | -0.7% | -11.8% | 11.0% | 0.1% | -6.6%
COc1ccc(NC(=O)Nc2ccc(F)c(Cl)c2)cc1 | 0.5% | -17.3% | -3.9% | -38.0% | -0.1% | 0.0% | -6.0% | -0.3% | 3.0%
Cc1ccc(-c2c(C)n([O-])c3c([n+]2=O)CCCCC3)cc1 | 3.2% | -7.3% | -0.9% | -15.7% | -0.4% | -4.4% | -2.0% | 0.4% | 0.8%
NC1=NC(=O)CC(C(=O)Nc2cccc3ccccc23)S1 (centres undefined) | 0.8% | 6.8% | -14.1% | -37.1% | 0.3% | 3.3% | -4.5% | 0.1% | -5.4%
CC(=O)N(Cc1cccnc1)c1cccc(-c2nc3ccccc3s2)c1 | -0.8% | 0.0% | -2.2% | -22.9% | -1.9% | -24.2%[20 µM] | 16.9% | 0.6% | .
CCCOC(=O)c1c(N)sc2c1CCC2 | -3.7% | -14.1% | 4.4% | 17.4% | 0.3% | -4.3% | 9.5% | -0.2% | 7.5%
CC(NC(=O)C1CCC(C(C)(C)C)CC1)C(c1ccccc1)N1CCOCC1 (centres undefined) | 0.5% | -9.1% | 2.2% | -2.5% | -1.7% | -11.5% | 11.4% | -0.4% | -2.5%
C/C(=N\Nc1cc(N2CCOCC2)ncn1)c1ccc(O)cc1 | 0.8% | . | -2.2% | -24.6% | 0.7% | -35.5%[20 µM] | -7.9% | -0.3% | 1.2%
Cn1cc(C(=O)NCc2ccccc2F)cn1 | -1.5% | 1.3% | 18.4% | 12.7% | -0.2% | 9.8% | 4.2% | 0.7% | 4.9%
New compounds follow.
SMILES | HIV peptide binding | NS5 inhibitors | GPR55 LPI antagonism | NOD1 inhibition | West Nile antiviral | KOR beta-arrestin-1 | GPR35 antagonists | GPR55 activation | KOR beta-arrestin-2
Nn1c(-c2ccccc2)nc2cc(Cl)ccc2c1=O | 1.2% | -4.1% | 9.9% | -13.3% | -2.0% | -34.1%[20 µM] | 11.2% | -0.1% | -4.7%
Clc1ccccc1-c1nc2ccccc2[nH]1 | -2.2% | -5.4% | 2.8% | 8.7% | 0.2% | 9.8% | -4.2% | 2.24µM* | 9.1%
CN(C)c1ccc(C=NCCC2(c3ccccc3)CCOC(C)(C)C2)cc1 (centres undefined) | -0.9% | -12.6% | 9.5% | 4.5% | ? | . | 4.5% | 0.0% | 0.6%
CCc1ccc(Nc2nnc(SCC(=O)N(C)C3CCS(=O)(=O)C3)s2)cc1 (centres undefined) | -1.6% | -9.4% | 5.0% | 3.1% | -0.4% | 26.8% | -8.1% | -0.3% | 0.8%
Cc1c(Cc2ccccc2)c(=O)oc2cc(OCC(=O)NCC3CCC(C(=O)O)CC3)ccc12 (centres undefined) | 0.8% | -2.2% | 0.9% | -18.6% | 0.5% | -125.9%[20 µM] | 9.2% | 0.4% | -5.0%
Cc1csc(/C(=N\O)c2csc(C)n2)n1 | 0.7% | -2.8% | 1.5% | -1.4% | 0.8% | 2.3% | 14.1% | 0.1% | -4.1%
O=C(Nc1cc(C(F)(F)F)ccc1Cl)c1cc(C2CC2)on1 | 2.9% | 0.0% | 16.2% | -21.9% | 0.6% | 39.9% | 0.5% | -0.1% | -6.2%
O=C(COC(=O)CNC(=O)c1ccc(Cl)cc1Cl)NC1CCCCC1 | 1.4% | -7.7% | 10.6% | -24.2% | -0.4% | 8.8% | -2.7% | -0.1% | -4.4%
CCOC(=O)c1ccc(-n2c(O)c(/C=N/NC(=O)C3COc4ccccc4O3)c3ccccc3c2=O)cc1 (centres undefined) | 24.8% | -7.8% | -2.9% | 52.3% | 0.9% | 37.2% | 7.6% | ? | -2.4%
Cc1onc(-c2ccccc2)c1C(=O)N/N=C/c1ccco1 | -1.7% | -18.6% | -1.2% | 0.2% | 0.2% | 6.4% | 11.2% | 0.0% | -2.0%
CCC(=O)c1ccc(OC(=O)c2cnccn2)cc1 | -0.2% | -28.1% | 5.5% | 11.2% | 0.1% | 5.9% | 6.7% | -0.4% | 7.7%
COc1ccc(N2CC(C(=O)NCCC3=CCCCC3)CC2=O)cc1 (centres undefined) | -1.3% | 0.8% | 11.7% | -4.7% | 0.1% | -30.6% | 15.5% | -0.1% | -3.1%
CC(=O)c1ccc(NC(=O)C2CC(c3ccc(F)cc3)=NO2)cc1 (centres undefined) | -1.7% | -7.2% | 8.7% | . | 0.4% | 16.2% | 17.2% | -0.3% | 0.0%
COC(=O)C(C(=O)Nc1ncccn1)C1CCCCCC1 (centres undefined) | -1.7% | 0.0% | 4.1% | -12.4% | -0.2% | -41.4% | 17.3% | 0.3% | 0.0%
CCOC(=O)c1c(N)c2cc([N+](=O)[O-])cnc2n1C | -1.6% | . | 7.1% | -11.3% | -0.3% | 10.2% | 8.1% | 1.0% | 1.1%
Cc1cccc(CSC2=CS(=O)(=O)c3ccccc3N2)c1 | 1.7% | 0.0% | 4.8% | 36.0% | -0.4% | -1.7% | 2.2% | -0.1% | 1.8%
COC(=O)c1ccc(Cl)c(NC(=O)c2cccc([N+](=O)[O-])c2C)c1 | 3.5% | -8.5% | 5.5% | -17.4% | 0.6% | 0.2% | -24.3% | -0.1% | 0.8%
COCc1cc(=O)[nH]c(N2CCN(C(=O)c3ccco3)CC2)n1 | -1.8% | -2.6% | 10.3% | 1.1% | -0.4% | 25.8% | 0.4% | 0.4% | -1.2%
O=C(CSc1nnc2n(C3CCCC3)c(=O)c3ccccc3n12)N1CCCCCC1 | 0.4% | -1.6% | -6.2% | 25.9% | 0.7% | -26.2% | 11.3% | 0.2% | 2.7%
CCOc1ccccc1NC(=O)Cc1coc2cc(C)ccc12 | 1.2% | -2.1% | -3.2% | -13.0% | 0.0% | 12.7% | 0.0% | 0.2% | -4.0%
Cc1cc(C2=NNC(=NC3CC3)SC2)c(C)n1-c1ccccc1F | 6.6% | 11.9% | -4.0% | 96.7%* | 0.4% | 17.2% | -3.1% | -0.1% | -1.3%
O=C(CSc1nnc(C2COc3ccccc3O2)o1)Nc1nccs1 (centres undefined) | 9.5% | 0.7% | 5.7% | -16.7% | 1.4% | -41.4% | -6.5% | -0.1% | -2.0%
CCC(C)(C)C1CCC2(CC1)NC(=O)N(CC(=O)Nc1cc(C(F)(F)F)ccc1N1CCOCC1)C2=O (centres undefined) | 2.1% | -2.9% | -5.9% | -7.9% | 1.1% | -13.9% | -8.8% | -0.2% | 3.6%

A portion of the library; count on the stated rates, not on these rows.
